BaF3 tox: reduces parental Ba/F3 cell viability, JAK2V617F counter-screen; CellTiter-Glo ATP luminescence; inhibition, % at 5.6 µM; hit rate 1.1% among 220,000;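 active means inhibition above a per-campaign cutoff, the mean inhibition of all tested compounds plus 3 SD, cut at about 27% in these data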;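 further: 0% = DMSO wells and 100% = JAK Inhibitor I control wells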
Wee1 degr inh: human Wee1 degradation inhibition, primary screen. reporter increase, % at 5 µM. HeLa Luc-Wee1K328M stability, luciferase luminescence; 100% = proteasome inhibitor MG132 effect. AID 1321. P30291. hit rate 1.2% among 220,000;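 active means activation above the mean of all tested compounds plus 3 SD, set per screening run, cut at about 8.8% in these data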;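 further: cells exposed to compound for 20 h before luminescence read; 0% = DMSO alone and 100% = MG132 at 30 µM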
zfTRPN1 agonist: zebrafish TRPN1 (NompC) channel agonism. activation, % at 3 µM. HEK293 zebrafish TRPN1-YFP, Fluo-8 calcium fluorescence; 100% = response to 87 µM carbachol. hit rate 0.18% among 220,000;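 active means activation above its plate's cutoff, the mean activation of test wells on that plate plus 3 SD, cut at about 19% in these data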;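 further: 0% = DMSO alone and 100% = 87 µM carbachol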
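System: zebrafish TRPN1-YFP in HEK293 cells / Dosing: 3 µM single point / Timing: dye loading 1 h at 37 °C, then 30 min room temperature / Signal: Fluo-8 calcium fluorescence, excitation 470-495 nm, emission 515-575 nm / Read-out basis: percent activation from peak over basal fluorescence ratio, control-normalized / Control set: high carbachol 87 µM, low DMSO alone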
CHOP inhibitor: CHOP inhibition in unfolded protein response. CHO-K1 CHOP-promoter luciferase, tunicamycin-induced, 15-18 h. inhibition, % at 10 µM. hit rate 3.8% among 220,000. AID 2732;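 active means compounds that reduced the stress-induced luciferase reporter signal by more than about 70% of percent inhibition, limit read from the data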;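 further: 0% = tunicamycin plus vehicle and 100% = wells without tunicamycin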
PPC-1+TRAIL kill: PPC-1 cancer cell killing with TRAIL present; PPC-1 cells + TRAIL, ATPLite viability luminescence; cell killing (% activity), % at 4 µM; hit rate 0.41% among 220,000;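 active means cell killing above 50% in the first pass at 4 µM, then a duplicate retest at 5 µM averaging 50% or more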;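 further: plate controls were cells with TRAIL plus DMSO for no effect and medium-only wells lacking cells for full effect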
TNF death inh: blocks TNF-alpha induced death of Jurkat FADD-/- cells; hit rate 0.068% among 220,000; AID 463075; activation (protection from cell death), % at 10 µM; Jurkat FADD-/- TNF necroptosis rescue, ATP luminescence, 24 h; 0 = TNF only, 100 = no-TNF cells;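 active means activation, meaning protection from cell death, of at least 50% relative to plate controls; inactive means activation below 50%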;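 further: necroptosis triggered by 40 ng/mL TNF-alpha added together with compound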
Ba/F3 V617F tox: reduce viability of Ba/F3 cells dependent on JAK2V617F | Ba/F3 EpoR-JAK2V617F viability, ATP luminescence | inhibition, % at 5.6 µM | hit rate 1.1% among 220,000 | AID 1446;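 active means inhibition above the campaign mean plus 3 SD over all tested compounds, cut at about 24% in these data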;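 further: cytokine-independent growth of Ba/F3 cells driven by EpoR plus mutant JAK2; 0% = DMSO-treated cells and 100% = JAK inhibitor I control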
TRPML3 agonist: agonists of human TRPML3 channel; Q8TDD5; HEK293 TRPML3-YFP, Fluo-8 calcium fluorescence; 100% = the carbachol control signal; activation, % at 3 µM; hit rate 0.29% among 220,000;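 active means activation above its plate's cutoff, the mean activation of the plate's test wells plus 3 SD, cut at about 12% in these data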;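 further: 0% = DMSO only wells and 100% = carbachol wells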
Target sequence (Q8TDD5 whole entry, looked up): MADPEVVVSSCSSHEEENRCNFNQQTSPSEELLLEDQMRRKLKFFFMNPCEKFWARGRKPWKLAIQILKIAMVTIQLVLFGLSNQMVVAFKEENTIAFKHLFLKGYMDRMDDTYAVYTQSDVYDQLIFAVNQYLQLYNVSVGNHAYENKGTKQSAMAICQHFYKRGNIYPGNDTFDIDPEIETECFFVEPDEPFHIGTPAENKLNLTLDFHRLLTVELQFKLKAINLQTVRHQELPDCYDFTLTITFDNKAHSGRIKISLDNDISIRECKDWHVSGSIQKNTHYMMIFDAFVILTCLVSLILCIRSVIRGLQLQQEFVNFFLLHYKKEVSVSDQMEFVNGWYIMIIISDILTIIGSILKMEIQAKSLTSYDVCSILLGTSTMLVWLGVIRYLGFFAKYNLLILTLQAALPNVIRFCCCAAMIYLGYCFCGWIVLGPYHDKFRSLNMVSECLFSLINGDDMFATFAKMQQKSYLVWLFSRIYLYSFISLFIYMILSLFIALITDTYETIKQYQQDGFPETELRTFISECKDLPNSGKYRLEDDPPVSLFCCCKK
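Material: HEK293 cells stably carrying human TRPML3-YFP; compound dosing: single dose, 3 µM final nominal compound, 0.3% DMSO final; incubation: 1-h 37 °C dye load, 5-s basal, 120-s post-compound reads; technique: Fluo-8 intracellular calcium fluorescence, excitation 470-495 nm, emission 515-575 nm; read-out basis: percent activation from peak-to-basal fluorescence ratio, scaled between DMSO and carbachol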
RBBP9 inh: human RBBP9 hydrolase inhibition | O75884 | recombinant RBBP9, FP-Rh probe fluorescence polarization | inhibition, % at 7.94 µM | hit rate 0.2% among 220,000 | AID 1515;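 active means inhibition above the campaign mean of all tested compounds plus 3 SD, cut at about 14% in these data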;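 further: plate controls were DMSO wells with RBBP9 for no effect and wells lacking RBBP9 protein for full effect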
Target sequence (O75884 whole entry, looked up): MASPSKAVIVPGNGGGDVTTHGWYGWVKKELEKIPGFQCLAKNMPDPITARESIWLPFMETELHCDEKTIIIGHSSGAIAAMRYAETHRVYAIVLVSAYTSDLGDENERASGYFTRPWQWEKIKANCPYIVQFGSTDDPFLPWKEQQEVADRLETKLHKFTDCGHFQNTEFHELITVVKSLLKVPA
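Controls: DMSO-treated enzyme wells and wells lacking RBBP9 | Material: RBBP9 protein | Technique: Fluorescence polarization | Replication: Single well per compound, no replicates | Buffer or medium: Tris-NaCl-Pluronic buffer, pH 8.0 | Timing: 30 min compound preincubation, 45 min probe labeling, 25 °C | Read-out basis: Percent inhibition from mP, scaled between DMSO and no-protein wells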
An asterisk follows results filed as active; · = not tested or not shown; & = joins results of further samples.

SMILES	BaF3 tox	Wee1 degr inh	zfTRPN1 agonist	CHOP inhibitor	PPC-1+TRAIL kill	TNF death inh	Ba/F3 V617F tox	TRPML3 agonist	RBBP9 inh
CC1=NN(c2ccc(Cl)cc2)C(=O)C1C(c1cccc(O)c1)c1c(C)[nH]n(-c2ccc(Cl)cc2)c1=O (stereo not given)	6	1	2.6	40	6	0.9	0	2.9	-1
CN(C[C@H](Cc1ccccc1)N(C[C@H](c1ccccc1)N(CCc1ccccc1)N=O)N=O)N=O	3	0	-0.6	31	-9	2.7	-4	0.4	-2
O=C1Nc2ccc(Cl)cc2C(=O)C1(F)c1ccccc1 (stereo not given)	-2	-2	0.4	2	5	-1.0	-2	0.9	-5
CC(NC(=O)Cn1nc(-c2ccccc2)c2ccccc2c1=O)c1ccccc1 (stereo not given)	5	-2	-2.3	3	-4	-0.7	4	-0.6	-9
CCOC(=O)c1c(C)c(C(=O)NC(C)COC)c(C)n1CC (stereo not given)	1	-2	0.6	22	6	1.1	-3	1.1	4
CCN(CC)S(=O)(=O)c1ccc(C(=O)Nc2c3c(nn2C(C)(C)C)CS(=O)(=O)C3)cc1	4	2	0.8	-1	8	0.3	0	0.5	-5
Cc1cc(C)cc(NC(=O)CSc2nnc(Cn3c(=O)sc4ccccc43)n2C)c1	9	-2	-0.5	-6	-2	0.2	2	-0.3	-3
O=C(CNCCc1ccccc1)N1CCc2ccccc2C1	4	-3	-1.7	-10	4	2.5	1	-0.3	0
SC(COCc1ccccc1)CN1CCN(Cc2ccc3c(c2)OCO3)CC1 (stereo not given)	5	2	-0.2	-23	-6	1.2	0	0.5	-7
COC(=O)C(Cc1c[nH]c2ccccc12)NC(=O)c1cccs1 (stereo not given)	1	-2	2.0	5	9	-2.0	-4	0.5	0
CCOC(=O)CN(C(=O)CSc1nnc(C)n1-c1ccccc1)c1cccc([N+](=O)[O-])c1	6	-2	-0.1	2	14	-0.3	1	0.9	5
CC(C)(C)c1ccc(OCCCC(=O)NC2=NCCS2)cc1	3	0	-0.5	6	19	2.5	-2	1.3	-10
CC1CC(C)CN(S(=O)(=O)N2CCC(C(=O)NCCC3=CCCCC3)CC2)C1 (stereo not given)	3	4	-1.2	30	6	0.3	-4	-0.5	8
Cc1ccc(S(=O)(=O)Nc2nc3n(n2)C(c2ccc(Cl)cc2)CC(=O)N3)cc1 (stereo not given)	1	-2	-0.7	-9	14	-1.0	-2	0.0	-4
O=C(C1=C[C@@H](c2ccc(C(F)(F)F)cc2)C[C@@H](OCCCCO)O1)N1CCN(Cc2ccc3c(c2)OCO3)CC1	-1	1	0.3	32	16	0.2	4	0.1	-4
CC(=O)OCC1=C(C(=O)O)N2C(=O)C(NC(=O)c3ccc(COc4cccc(Cl)c4Cl)o3)C2SC1 (stereo not given)	7	-2	1.1	-20	-1	1.3	-4	0.5	-15
Cc1ccc(/C=C/C2=NN(C)C(=O)CC2)cc1	5	6	-1.9	-1	39	-7.0	6	0.2	-7
C/C=C/C(=O)Nc1nnc(C(C)C)s1	1	-1	1.4	-23	20	1.2	0	0.8	0
CCCN(CCC)CC(=O)Nc1cccc2c1OCO2	5	5	-1.1	29	9	0.0	1	-0.3	-2
COc1ccc(N(C(=O)c2cccnc2)S(=O)(=O)c2ccccc2)cc1	2	4	-1.2	36	17	22	-3	-0.8	1
Cc1ccc(CNC(=O)c2ccc[nH]2)cc1	9	1	0.2	14	11	3.1	2	0.1	-5
Fc1ccccc1Cc1ccc(Cl)nn1	7	-2	-1.6	1	22	16	3	1.2	7
CC(C)(C)C(=O)OC/C(N)=N/OC(=O)c1ccc(Cl)c(Cl)c1	-3	-1	0.0	18	10	0.6	-2	0.2	-7
COc1n[nH]c(C(=O)Nc2cc(F)ccc2C)c1[N+](=O)[O-]	5	-2	0.2	14	4	-2.3	3	0.0	-6
CCOC(=O)C1(CC2CCCCO2)CCN(C(=O)Nc2ccc(SC)cc2)CC1 (stereo not given)	7	1	-0.5	6	4	3.5	6	-0.5	-11
COc1ccc(N(C)S(=O)(=O)c2cccc(C(=O)Nc3ccc(-n4cnnn4)cc3)c2)cc1	3	-1	5.6	57	-7	-7.6	40*	1.1	-14
O=C(Oc1c(CN2CCOCC2)cc(Cl)c2cccnc12)c1ccc(F)cc1	2	-2	0.5	41	35	-13	-2	0.4	2
COc1ccc2[nH]c3c(=O)n(CCc4ccccc4)cnc3c2c1	3	-1	-0.5	5	-6	4.4	3	-0.3	-10
CCOc1ccc(CNC23CN4CN(CN(C4)C2)C3)cc1	3	-2	0.8	-9	-5	0.1	-2	0.9	-4
O=[N+]([O-])c1cc(C(F)(F)F)ccc1-n1nnc2ccccc21	3	-1	-0.8	8	-15	0.7	1	-0.3	-11
CSc1ccc(/C=C/C(=O)N2CCCN(C)CC2)cc1	4	1	0.4	4	-21	2.1	3	1.1	-5
Cc1nc2ccc(Cl)cn2c1C(=O)NN	2	5	-0.6	-26	3	0.5	0	0.9	-4
O=c1cc(NS(=O)(=O)c2ccccc2)nc(SCc2ccc(Cl)cc2)[nH]1	6	3	-0.3	28	10	-1.2	0	0.6	-10
CC(=O)Nc1ccc(C2Nc3ccccc3C(=O)N2C2CCCCC2)cc1 (stereo not given)	6	-3	1.9	-9	-2	-5.6	0	0.3	-10
Cc1ccc(Nc2nc3ccccc3[nH]2)nc1	4	3	-0.3	-43	10	17	-1	0.3	3
Cc1cc(Cl)c(S(=O)(=O)N(C)C)cc1OCC(N)=O	4	1	-0.6	18	10	-1.7	-2	0.7	-12
O=C(O)c1ccc(CNCc2cccc(Cl)c2Cl)cc1	3	-2	-0.7	6	8	0.5	-3	0.6	-4
NS(=O)(=O)c1ccc(N=Nc2c(O)ccc3ccccc23)cc1	9	-2	-3.2	74*	4	-3.3	2	-1.2	-1
CCOC(=O)c1ccccc1NC(=O)CSc1nnc(C(C)C)n1CC	3	6	-1.1	27	-12	-0.7	-1	-1.1	-10
COC(=O)c1ccc(C2NC(C(=O)O)CS2)cc1 (stereo not given)	8	-1	0.1	29	8	-0.2	0	1.2	-4
CCCCNS(=O)(=O)c1ccc2nc(SCC(=O)Nc3sccc3C#N)[nH]c2c1	4	0	3.9	13	11	-7.1	-2	1.4	-19
OC(CCCN1CCC(O)(c2ccc(Cl)cc2)CC1)c1ccc(F)cc1 (stereo not given)	2	0	1.1	19	18	3.3	-1	1.5	-8
COc1ccc(O)c(/C=N/NC(=O)c2ccc(CSc3nc(C)cc(C)n3)cc2)c1	6	0	4.5	71*	28	-5.6	0	0.7	-8
Cc1ccc(S(=O)(=O)NC(=O)NCc2ccccn2)cc1	7	-2	0.8	32	-13	-1.5	0	0.3	4
N#Cc1ccc(Cl)cc1NC(=O)COC(=O)c1ccc(S(=O)(=O)N2CCCC2)cc1	7	2	0.8	-12	-5	-1.3	4	0.3	-5
Cn1c(SCC(=O)Nc2ccc(F)cc2)nc2c([nH]c3ccccc32)c1=O	2	-2	-0.1	85*	7	-0.1	-1	0.9	0
CC(=O)NCc1ccc(S(=O)(=O)N/N=C/c2ccccc2)cc1	5	-1	0.7	10	-8	2.2	-3	0.5	-9
CCn1cc(C(=O)O)c(=O)c2cnc(N3CCN(C(=S)Nc4ccccc4C(F)(F)F)CC3)nc21	-1	-2	0.4	5	16	3.3	-6	-0.7	5
O=C(c1ccc2c(=O)n3c(nc2c1)CCCCC3)N1CCN(c2ccc(F)cc2)CC1	2	-1	-0.7	20	8	-2.2	-2	-0.5	-8
O=C(NN=C1C2CC3CC1CC(Cl)(C3)C2)c1cccs1	7	1	0.0	10	-18	-0.4	4	0.5	0

Among those listed so far, two have a cyano group:
SMILES	BaF3 tox	Wee1 degr inh	zfTRPN1 agonist	CHOP inhibitor	PPC-1+TRAIL kill	TNF death inh	Ba/F3 V617F tox	TRPML3 agonist	RBBP9 inh
CCCCNS(=O)(=O)c1ccc2nc(SCC(=O)Nc3sccc3C#N)[nH]c2c1	4	0	3.9	13	11	-7.1	-2	1.4	-19
N#Cc1ccc(Cl)cc1NC(=O)COC(=O)c1ccc(S(=O)(=O)N2CCCC2)cc1	7	2	0.8	-12	-5	-1.3	4	0.3	-5

Continuation.
SMILES	BaF3 tox	Wee1 degr inh	zfTRPN1 agonist	CHOP inhibitor	PPC-1+TRAIL kill	TNF death inh	Ba/F3 V617F tox	TRPML3 agonist	RBBP9 inh
O=C(/C=C/c1c[nH]c2ccccc12)c1ccccc1	5	3	-1.4	47	17	-0.2	3	0.0	-4
Cc1ccccc1NC(=O)c1cnn(-c2ccccc2)c1NC(=O)c1ccco1	4	-2	2.4	·	0	0.7	-1	0.2	-1
C=CCn1c(CSCc2ccc(Cl)cc2Cl)nnc1SCC(=O)Nc1ccc(C(=O)O)cc1	-1	0	0.3	-15	-8	2.0	0	1.4	-10
O=[N+]([O-])c1ccc(-c2nn(-c3ccccc3)cc2/C=N/n2c(-c3ccncc3)n[nH]c2=S)cc1	3	-1	1.0	94*	12	-2.2	-1	1.2	1
Cc1ccc(CNC(=O)CSCc2cccc(F)c2)cc1	3	0	-2.0	-8	15	3.3	-4	-1.6	-4
CN(CC(=O)O)S(=O)(=O)c1ccc2c(c1)NC(=O)CC(=O)N2	0	-4	0.2	-6	16	0.9	-2	1.1	-2
Cc1nn(-c2ccccc2)c(C)c1/C=N/n1cnnc1	8	0	1.9	12	-22	-1.9	1	1.4	-6
CC1(C)CC(=O)c2cnc(N3CCc4ccccc4C3)nc2C1	3	1	1.5	67	-2	0.3	-1	0.7	0
CC(Oc1ccccc1)C(=O)Nc1nc2c(s1)C(=O)CC(C)(C)C2 (stereo not given)	2	-1	0.7	-12	11	0.3	-3	0.7	-4
COc1cccc(/C=N/NC(=O)c2c(-c3ccccc3)noc2C)c1	4	-3	2.2	-14	6	-2.9	0	-0.4	-10
COc1cc(OC)cc(-c2nc3nc(C)c(CCC(=O)O)c(C)n3n2)c1	7	1	-0.5	7	-5	-0.9	-1	2.1	-4
Cc1ccc(C)c(NCCC#N)c1	0	-2	-1.4	28	14	0.4	-1	-0.6	-10
CC(=O)c1ccc(COC(=O)c2ccccc2NC(=O)C(C)C)cc1	2	0	-0.9	8	22	1.6	3	-0.9	-9
CCCCn1c(CN2CCN(c3cccc(Cl)c3)CC2)nc2c1c(=O)[nH]c(=O)n2C	38*	7	-0.8	·	-5	-9.1	48*	-1.1	-3
CCOC(=O)c1ccc(NC(=O)N2CC(C)OC(C)C2)cc1 (stereo not given)	4&-3	0&-2	0.5&0.2	9&-27	8&7	-2.0&1.2	-3&-2	0.7&0.9	3&-5
CC(C)COc1nc2ccccc2c(=O)n1OCC(=O)O	2	-1	1.0	15	23	-3.4	3	-0.5	-3

From PubChem BioAssay
